Assay outcomes as filed in PubChem BioAssay.
HIF-2a block: HIF-2a reporter inhibitors, primary screen, luminescence, 786-0 RCC cells. 786-0 RCC cells HIF-2a reporter, luciferase luminescence, overnight. inhibition, % at 18.8 µM. 360,000 tested, 0.72% active;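 active = inhibition of the luminescence signal of 40% or more relative to plate controls, in a single-dose primary screen at 18.75 µM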
hiPSC survival: enhancers of single-cell hiPSC survival, primary screen, ATPlite luminescence; survival enhancement, % at 20 µM; 100% = ROCK inhibitor wells, 0% = DMSO; 360,000 tested, 0.044% active; in the data active = survival enhancement above about 18%;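 also: cells exposed to compounds for 16 hours before the ATP read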
TRPM1 prom inh: inhibitors of MITF-dependent TRPM1 promoter reporter, primary screen, cell-based, SK-MEL-5, single point, luciferase. SK-MEL-5 TRPM1 promoter luciferase, 24 h. inhibition, % at 12.5 µM. 330,000 tested, 0.83% active. AID 488899, 2010;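 active = mean inhibition across replicates of 60% or more, whatever share of single replicates reaches that level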; also: values of inactives mirror those of a sister screen read the other way
CaV13 ICDI inh: Disruptors of the CACNA1D IQ motif to Ca2+-dependent inactivation inhibitor domain association, primary screening, Förster resonance energy transfer in intact living …. HEK cells, CFP/YFP FRET ICDI-IQ, plate reader, 10 min; percent FRET-ratio fall versus neutral wells. inhibition, % at 12.3 µM. 340,000 tested, 0.098% active. AID 743397;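 active = mean replicate inhibition of at least 30% and at least 1% of replicates passing that level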;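 also: 0% = median of the neutral control wells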
Vif imaging: HIV Vif self-association inhibitors, primary screen, imaging, HEK293T, single point; HEK293T cells, Vif self-association by quenched fluorescence, 24 h; inhibition, % at 7.49 µM; 340,000 tested, 0.35% active; in the data active = inhibition above about 50%, passing the limit was not always enough; also: some results filed as inactive read as strong as hits
Granule exo inh: LAMP-1 surface exposure blockers, TALL-104 cells – cell-based, flow cytometry, MLPCN library, primary screen; TALL-104 LAMP-1 surface exposure; cells stimulated with thapsigargin and PMA; inhibition, % at 10 µM; 360,000 tested, 0.66% active; AID 651702, 2012;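 active = inhibition above about 55%, limit read from the data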
aDG glyco up: activators of alpha-DG glycosylation, primary screen, uHTS, Pro5-aDG cells, AlphaScreen. alpha-DG glycosylation AlphaScreen (IIH6); 0% Pro5, 100% B10-LARGE cell signal. activation, % at 10 µM. 360,000 tested, 0.22% active. AID 624168, 2012;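 active = activation of at least 8% versus controls, or a plate z-score of at least 8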;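 also: Pro5 are CHO cells carrying HIG-tagged alpha-DG that lacks glycosylation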
NR2E3 ag-1: inhibitors of NR2E3-RetCOR corepressor binding, primary screen, NR2E3 agonist project, biochemical, TR-FRET, GST-NR2E3, biotin-RetCOR; AID 2300, 2010; inhibition of corepressor binding, % at 4.78 µM; 1536-well; Photoreceptor-specific nuclear receptor (Homo sapiens), Q9Y5X4; 320,000 tested, 0.12% active;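 active = percent inhibition above the cutoff of mean plus 3 SD of all tested compounds, set per screening campaign, cut at about 20% in these data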;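 also: 0% = DMSO wells and 100% = biotin wells as full block of FRET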
Target sequence (Q9Y5X4 whole entry, looked up): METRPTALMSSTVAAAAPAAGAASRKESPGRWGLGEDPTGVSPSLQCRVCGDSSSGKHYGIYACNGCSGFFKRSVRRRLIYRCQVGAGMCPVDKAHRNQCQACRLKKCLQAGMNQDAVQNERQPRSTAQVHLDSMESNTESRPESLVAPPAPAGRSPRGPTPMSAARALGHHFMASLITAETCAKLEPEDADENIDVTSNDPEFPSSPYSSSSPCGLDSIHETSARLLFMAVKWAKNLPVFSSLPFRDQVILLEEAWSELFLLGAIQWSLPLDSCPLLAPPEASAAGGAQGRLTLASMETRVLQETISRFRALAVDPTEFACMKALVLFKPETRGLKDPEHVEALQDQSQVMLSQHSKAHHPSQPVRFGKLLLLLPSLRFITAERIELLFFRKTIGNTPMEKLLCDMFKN
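Test system – NR2E3–RetCOR corepressor complex · Quantity – NR2E3 fusion 1.35 nM · Buffer or medium – Tris pH 7.5 · Incubation – Compound–protein incubation for 5 h at 4 °C · Technique – TR-FRET, Eu(K)-anti-GST donor, streptavidin-D2 acceptor, ex 340, em 617/671 nm · Evaluation – percent inhibition of 671/617 nm emission ratio versus biotin and DMSO controls · Plate – 1536-well format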
PDI inh: inhibitors of human PDI, primary screen, biochemical, turbidity, single point, plate reader; Protein disulfide-isomerase (Homo sapiens), P07237; PDI insulin aggregation turbidity, A650, 90 min; inhibition, % at 10 µM; 350,000 tested, 0.052% active; AID 588391, 2011;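 active = mean inhibition across replicates of 30% or more, whatever share of single replicates reach that level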;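 also: absorbance from insulin aggregation driven by PDI reduction with DTT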
Target sequence (P07237 whole entry, looked up): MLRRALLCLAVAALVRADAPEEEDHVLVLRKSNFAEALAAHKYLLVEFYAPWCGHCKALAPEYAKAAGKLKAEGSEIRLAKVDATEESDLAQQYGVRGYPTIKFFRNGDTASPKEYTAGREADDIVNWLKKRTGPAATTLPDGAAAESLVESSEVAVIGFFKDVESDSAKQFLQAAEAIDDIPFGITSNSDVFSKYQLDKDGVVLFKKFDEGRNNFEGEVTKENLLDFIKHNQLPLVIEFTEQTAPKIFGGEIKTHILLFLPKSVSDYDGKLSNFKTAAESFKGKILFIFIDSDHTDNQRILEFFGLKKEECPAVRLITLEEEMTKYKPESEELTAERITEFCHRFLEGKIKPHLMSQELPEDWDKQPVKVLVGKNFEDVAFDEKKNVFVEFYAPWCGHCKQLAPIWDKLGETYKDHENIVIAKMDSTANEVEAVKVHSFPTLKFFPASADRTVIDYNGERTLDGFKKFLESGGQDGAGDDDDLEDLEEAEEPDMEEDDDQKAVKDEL
Peg3 prom inh: Peg3 promoter-driven luciferase inhibitors, primary screen, cell-based, HeLa, luciferase luminescence; HeLa PEG-Prom luciferase reporter, overnight; inhibition, % at 20 µM; 360,000 tested, 1.7% active; AID 588405, 2011;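 active = inhibition of at least 50% at 20 µM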
NR2E3 ag-2: NR2E3 agonists in two-hybrid cells, primary screen, cell-based, luminescence, CHO-S, Gal4-NCOR/VP16-NR2E3 | luciferase | 360,000 tested, 0.35% active | Photoreceptor-specific nuclear receptor (Homo sapiens), Q9Y5X4 | AID 602229, 2012 | inhibition of corepressor binding, % at 3.98 µM;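 active = inhibition above the mean of all tested compounds plus 3 SD, cut at about 70% in these data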;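 also: 0% = DMSO with NR2E3 transfected cells and 100% = cells lacking NR2E3 construct; higher means lower luciferase signal from less NR2E3 corepressor binding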
Starred values were filed as active, the others as inactive; x = not tested or not shown.

SMILES	HIF-2a block	hiPSC survival	TRPM1 prom inh	CaV13 ICDI inh	Vif imaging	Granule exo inh	aDG glyco up	NR2E3 ag-1	PDI inh	Peg3 prom inh	NR2E3 ag-2
CC(Oc1cccc(Cl)c1)C(=O)N1CCN(c2ncccn2)CC1 (configuration not stated)	-1	-1.7	-4	-3	15	-11	0.1	3	14	-1	-13
COc1ccc(Cn2c(O)c(C=Nc3ccc(C)cc3)c3ccccc3c2=O)cc1	-4	0.3	16	-2	-13	-5	-0.4	5	1	-11	2
CC(C)c1ccc(NC(=O)CCC(=O)NCc2ccco2)cc1	9	1.2	0	-18	0	16	-0.1	-2	3	-11	37
CCNC(=S)N/N=C/c1c(Cl)cccc1Cl	6	-0.2	-5	-2	x	0	0.2	0	9	-15	-31
Cc1ccc(CNC(=O)CCNS(=O)(=O)c2ccc(C)cc2)cc1	17	0.3	-1	-3	4	-2	-0.1	2	3	5	4
C[C@@H]1CN([C@@H](C)CO)C(=O)c2cc(Br)cnc2O[C@H]1CN(C)C(=O)Nc1ccc2c(c1)OCO2	7	1.7	x	-9	17	-7	0.2	x	-8	8	-29
CCC1CN(C(=O)N2CCC(C(=O)NCCc3ccccc3OC)CC2)c2ccccc2O1 (configuration not stated)	6	1.0	11	-6	0	0	0.1	-1	-7	18	-33
COc1ccc(NC(=O)CN(C)CC(=O)Nc2ccc(Cl)c(S(=O)(=O)N(C)C)c2)cc1	16	0.0	3	-5	-2	-6	0.3	1	11	10	-20
CCCN1CCN(CC(=O)Nc2nncs2)CC1	16	-0.3	-6	-19	-5	0	-0.1	-2	1	7	-15
O=C(COc1ccccc1)Nc1ccc(N2CCN(C(=O)c3cccs3)CC2)cc1	5	-0.3	-2	-5	2	-2	0.1	-3	7	2	-16
COC(=O)c1cc(NC(=O)CSc2nncn2C)cc(C(=O)OC)c1	2	-1.3	21	-10	18	-4	-0.1	1	1	10	5
O=C(CSc1ncccn1)NCCC1=CCCCC1	-29	-0.2	-14	-5	0	-3	0.1	2	-2	-28	0
CCn1c(CC(=O)Nc2cccc(OC)c2)nnc1SCC(=O)Nc1nccs1	6	-1.6	4	-7	x	-1	-0.1	0	4	-7	2
CCOC(=O)c1sc2ncn(C(C)C(=O)OCC)c(=O)c2c1C (configuration not stated)	-53	-2.0	-11	-6	1	-3	-0.1	0	-2	-58	-22
Cc1cc(F)ccc1NC(=O)CCCN(C)S(=O)(=O)c1ccc(F)cc1	24	-0.9	-13	-1	-12	-3	0.0	5	3	34	-20

A stretch taken from the entries so far, as a working copy:
SMILES	HIF-2a block	hiPSC survival	TRPM1 prom inh	CaV13 ICDI inh	Vif imaging	Granule exo inh	aDG glyco up	NR2E3 ag-1	PDI inh	Peg3 prom inh	NR2E3 ag-2
CC(Oc1cccc(Cl)c1)C(=O)N1CCN(c2ncccn2)CC1 (configuration not stated)	-1	-1.7	-4	-3	15	-11	0.1	3	14	-1	-13
COc1ccc(Cn2c(O)c(C=Nc3ccc(C)cc3)c3ccccc3c2=O)cc1	-4	0.3	16	-2	-13	-5	-0.4	5	1	-11	2

New compounds follow:
SMILES	HIF-2a block	hiPSC survival	TRPM1 prom inh	CaV13 ICDI inh	Vif imaging	Granule exo inh	aDG glyco up	NR2E3 ag-1	PDI inh	Peg3 prom inh	NR2E3 ag-2
Cc1cc(C)n(-c2nnc(NCc3ccc(Cl)cc3)nn2)n1	9	-3.0	33	-6	10	8	2.2	-5	18	-5	3
CN1CCN(c2nc3c(c(=O)n(C)c(=O)n3C)n2Cc2ccc(F)cc2)CC1	19	0.2	2	-3	-8	-2	0.0	-2	-1	17	0
Cc1[nH]c2ccccc2c1C(=O)COC(=O)c1c(-c2ccccc2Cl)noc1C	8	1.1	0	-6	2	-1	0.4	3	10	11	18
O=C(NCC1COc2ccccc2O1)C1C2C=CC3(CN(Cc4cccs4)C(=O)C13)O2 (configuration not stated)	3	-0.6	4	-4	0	4	0.1	-1	6	9	-14
CCN(CC)CCN1C(=O)C(=O)/C(=C(/O)c2ccc(S(=O)(=O)N3CCOCC3)cc2)C1c1ccccc1 (configuration not stated)	11	0.6	-2	-7	5	-2	-0.1	4	3	-9	-8
COc1cc(S(=O)(=O)N2CCOCC2)cc(C(=O)OCC(=O)NCc2ccco2)c1OC	12	0.7	-3	-6	3	-2	0.0	2	6	24	-37
COc1cccc(/C=N/Nc2ccc(S(=O)(=O)Nc3ccccc3C(=O)O)cc2[N+](=O)[O-])c1O	0	-0.4	-15	-5	-3	4	0.3	x	-1	-4	-12
CNC(=S)Nc1cccc(Cl)c1C	12	0.3	7	-7	19	0	-0.1	0	12	8	-19
COc1cccc(/C=N/NC(=O)CN(CCc2ccccc2)S(=O)(=O)c2ccc(NC(C)=O)cc2)c1	20	2.7	-14	-5	x	-1	-0.1	-2	6	5	6
Cc1ccc(-n2c(N)c(C(=O)NCc3ccco3)sc2=S)cc1	0	-1.0	-6	-5	x	2	0.0	0	19	8	-8
COC(=O)NC(C)N1C(=O)C2C3C=CC(C3)C2C1=O (configuration not stated)	15	2.6	7	-4	-2	-2	-0.1	0	-8	9	-6
COc1cc(OC)c(N(C)S(=O)(=O)c2cccc(C(=O)Nc3nccs3)c2)cc1Cl	22	-1.1	1	-2	-7	-2	0.6	x	-1	51*	-16
O=C(/C=C/c1ccccn1)c1cc(Cl)cc(Cl)c1O	-10	0.3	-6	-3	0	-4	0.2	-1	1	48	12
COc1ccc(NS(=O)(=O)c2cc(NC(=O)COc3ccccc3)ccc2N2CCOCC2)cc1	7	-1.8	4	-6	10	9	-0.4	x	3	1	-11
COc1ccc2c(c1)c(C(=O)CN1CCCCC1)c(C)n2C	15	-0.7	8	-5	-9	-2	0.1	2	10	19	-4
Cc1cccc(NC(=O)c2nc[nH]c2C(=O)Nc2ccccc2[N+](=O)[O-])c1	12	-3.0	3	-6	x	0	-0.3	1	-6	3	-6
Cc1cc2nc(-c3ccc[nH]c3=O)n(Cc3ccc(F)cc3)c2cc1C	-60	0.2	-7	-5	-4	6	0.0	2	-9	-22	-38
CCOC(=O)c1cc(-c2ccccc2)sc1NC(=O)CN1C(=O)NC(CC)(c2ccccc2)C1=O (configuration not stated)	-2	0.2	-4	-3	10	0	-0.5	4	-10	8	-18
Cc1cc(C)n2nc(SCC(=O)NC(=O)NCc3ccco3)nc2n1	8	-1.5	6	-7	9	0	-0.1	-4	-10	12	-13
Cc1nn2c(-c3ccc(F)cc3)ccnc2c1Br	-12	0.4	0	-19	-6	-17	0.1	2	2	9	-23
C=CCC[C@H](Cc1ccc(F)cc1)C(=O)OC[C@@H](C)NC(=O)[C@H](CC=C)CC(=O)N(CCO)Cc1ccccc1	-11	-1.1	3	-6	x	3	0.4	x	8	13	22
O=C(N[C@H]1C/C=C\C[C@H](CC(=O)N(CCO)Cc2ccccc2)C(=O)NC[C@H](c2ccccc2)OC1=O)OCC1c2ccccc2-c2ccccc21	4	-1.0	17	x	-13	-1	-0.1	x	-2	4	8
CCCCCC(=O)Nc1ccc(N2CCN(CC)CC2)c(Cl)c1	-141	-3.3	-54	-8	-6	1	0.4	-3	0	-169	-24
CCOC(=O)[C@]12CCCC=C1N(Cc1ccc3c(c1)OCO3)C(=O)[C@H](CC(=O)NCc1cccs1)C2	5	-0.3	x	-3	x	-1	0.4	x	x	x	5
Cc1cc(C(=O)CCC(=O)Nc2ncccc2C)c(C)s1	-3	-0.2	1	-5	-3	6	-0.1	0	-3	-17	2
O=C(COC(=O)c1ccc(O)cc1)NCC1CCCO1 (configuration not stated)	-2	-1.1	7	-1	6	-1	-0.3	5	6	-3	-27
O=C(NCCc1ccccc1)C1CC(=O)N(C2CCCCC2)C1 (configuration not stated)	16	-0.2	10	-3	-7	7	-0.2	-1	-5	14	-17
O=C1/C(=C/c2ccc(O)cc2)COc2ccccc21	-31	0.2	-34	-3	2	-8	-0.1	0	3	-95	-24
CCn1nnc(-c2ccccc2NC(=O)c2cnccn2)n1	19	-2.8	-7	x	-13	0	0.4	2	10	13	-18
COc1ccccc1CNS(=O)(=O)CCNC(=O)c1ccccc1	23	-0.1	12	-2	0	0	0.2	0	12	13	-13
O=C(Cc1ccccc1)NCC(=O)Nc1ccc(OC(F)(F)F)cc1	7	-0.1	10	-4	7	-2	0.0	1	0	0	-1
CCN1CCN(S(=O)(=O)c2ccc(Cl)c(C(=O)Oc3ccc(CC(=O)OC)cc3)c2)CC1	11	0.0	-4	-6	1	1	-0.2	x	-4	-2	-11
O=C(Cn1sc2ccccc2c1=O)NC12CC3CC(CC(C3)C1)C2	-52	-0.9	2	x	-3	104*	-0.5	4	6	3	-18
O=C(NCc1ccc(F)cc1)Nc1nnc([C@@H]2C[C@H](O)[C@@H](CO)O2)s1	1	0.3	x	-10	1	-1	-0.3	x	1	4	8
C[C@@H]1CN([C@@H](C)CO)S(=O)(=O)c2ccc(Br)cc2O[C@H]1CN(C)C(=O)C1CCOCC1	1	0.2	x	-9	-6	-4	2.0	x	-2	0	16
O=C(c1cccc(-n2cnnn2)c1)N1CCOCC1	0	-0.1	3	-4	x	-3	-0.2	-1	-2	29	5

Random excerpt: 5 compounds from above
SMILES	HIF-2a block	hiPSC survival	TRPM1 prom inh	CaV13 ICDI inh	Vif imaging	Granule exo inh	aDG glyco up	NR2E3 ag-1	PDI inh	Peg3 prom inh	NR2E3 ag-2
O=C(NCc1ccc(F)cc1)Nc1nnc([C@@H]2C[C@H](O)[C@@H](CO)O2)s1	1	0.3	x	-10	1	-1	-0.3	x	1	4	8
C[C@@H]1CN([C@@H](C)CO)S(=O)(=O)c2ccc(Br)cc2O[C@H]1CN(C)C(=O)C1CCOCC1	1	0.2	x	-9	-6	-4	2.0	x	-2	0	16
O=C(c1cccc(-n2cnnn2)c1)N1CCOCC1	0	-0.1	3	-4	x	-3	-0.2	-1	-2	29	5
O=C(Cn1sc2ccccc2c1=O)NC12CC3CC(CC(C3)C1)C2	-52	-0.9	2	x	-3	104*	-0.5	4	6	3	-18
CCN1CCN(S(=O)(=O)c2ccc(Cl)c(C(=O)Oc3ccc(CC(=O)OC)cc3)c2)CC1	11	0.0	-4	-6	1	1	-0.2	x	-4	-2	-11
